CHO-K1 Ca antag – M1 antagonist counterscreen hit in parental CHO-K1 cells | ATP-induced calcium, Fluo-8 fluorescence | inhibition, % at 3 µM | hit rate 0.6% among 360,000;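 active means inhibition above a per-plate cutoff, the plate's mean sample inhibition plus 3 SD, cut at about 24% in these data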;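 further: 0% = DMSO plus EC80 ATP and 100% = DMSO alone without ATP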
M1 antag – blocks human M1 muscarinic receptor; CHO-K1 hM1, Fluo-8 calcium fluorescence, ACh EC80 antagonist; inhibition, % at 3 µM; hit rate 1.3% among 360,000; AID 588852;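 active means percent inhibition above its own plate's cutoff, namely the mean of that plate's compound wells plus 3 SD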;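 further: peak over basal fluorescence ratio during 140 s after agonist addition; 0% = ACh EC80 plus DMSO and 100% = DMSO alone without agonist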
Target sequence (P11229 whole entry, looked up): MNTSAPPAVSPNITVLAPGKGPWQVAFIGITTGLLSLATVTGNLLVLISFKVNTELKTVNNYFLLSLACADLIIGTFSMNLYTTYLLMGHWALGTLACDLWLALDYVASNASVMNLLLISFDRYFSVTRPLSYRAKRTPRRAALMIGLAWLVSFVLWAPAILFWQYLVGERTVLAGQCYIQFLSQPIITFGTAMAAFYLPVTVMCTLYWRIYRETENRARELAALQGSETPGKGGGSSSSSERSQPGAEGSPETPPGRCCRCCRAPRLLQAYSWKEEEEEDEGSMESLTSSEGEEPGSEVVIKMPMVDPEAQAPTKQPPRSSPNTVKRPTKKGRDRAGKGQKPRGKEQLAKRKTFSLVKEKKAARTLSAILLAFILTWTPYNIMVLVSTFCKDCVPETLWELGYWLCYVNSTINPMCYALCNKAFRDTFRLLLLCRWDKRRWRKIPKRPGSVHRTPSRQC
CHO-K1 Ca ag – nonselective activator or artifact in parental CHO-K1 cells. hit rate 0.48% among 360,000. AID 602248. Fluo-8 calcium fluorescence; scaled to maximal ATP response, vehicle zero. activation, % at 3 µM; in the data active means activation above about 15%;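 further: untransfected CHO-K1 host cells lacking M1 receptor as counterscreen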
OXTR potentiate – potentiators of human oxytocin receptor | hit rate 0.061% among 320,000 | AID 2445 | CHO-OTR cells, Fluo-8 calcium fluorescence, potentiator mode; 0% = oxytocin EC15, 100% = EC100 | P30559 | activation, % at 3 µM;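 active means activation above that plate's cutoff, the mean activation of tested compounds plus 3 SD, cut at about 6.6% in these data, passing the limit was not always enough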;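 further: 100% uses oxytocin at 75 nM as the full agonist control; some results filed as inactive read as strong as hits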
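Material: human OTR in CHO cells. Compound: 3.0 µM, one dose. Timing: compound 6 min at room temperature before oxytocin, 100 s read. Evaluation: % activation of max/min ratio relative to oxytocin controls. Replication: single well per compound, singlicate. Signal: Fluo-8 calcium dye fluorescence.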
CHRM4 agonist – agonists of human muscarinic M4 receptor (CHRM4). CHO-K1 hM4/Gqi5, Fluo-8 calcium fluorescence; vehicle 0%, full acetylcholine response 100%. activation, % at 3 µM. AID 624127. P08173. hit rate 0.14% among 360,000;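 active means activation above the run mean over all test wells plus 3 SD, cut at about 32% in these data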;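 further: peak over basal fluorescence ratio per well then scaled between controls; 0% = DMSO wells and 100% = acetylcholine at EC100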
Target sequence (P08173 whole entry, looked up): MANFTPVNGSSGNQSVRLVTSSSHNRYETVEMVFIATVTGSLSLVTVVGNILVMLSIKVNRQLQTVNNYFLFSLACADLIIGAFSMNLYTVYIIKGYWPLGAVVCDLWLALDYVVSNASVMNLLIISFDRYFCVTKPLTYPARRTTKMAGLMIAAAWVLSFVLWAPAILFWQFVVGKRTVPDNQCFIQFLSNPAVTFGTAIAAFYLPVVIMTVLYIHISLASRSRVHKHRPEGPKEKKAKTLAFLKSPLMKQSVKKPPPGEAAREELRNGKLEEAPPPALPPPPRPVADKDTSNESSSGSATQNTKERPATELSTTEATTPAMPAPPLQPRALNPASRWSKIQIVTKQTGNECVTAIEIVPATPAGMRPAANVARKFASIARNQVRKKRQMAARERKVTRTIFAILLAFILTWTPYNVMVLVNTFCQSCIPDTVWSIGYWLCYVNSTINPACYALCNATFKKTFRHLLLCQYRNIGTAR
M1 ag – activates human CHRM1 receptor; CHO-K1 hM1, Fluo-8 calcium fluorescence, agonist mode; 0% DMSO, 100% acetylcholine EC100; activation, % at 3 µM; hit rate 0.33% among 360,000; AID 588814;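 active means activation above the run's mean compound activation plus 3 SD, cut at about 16% in these data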;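 further: peak over basal fluorescence ratio within a 140 s kinetic read after compound addition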
CHRM1 PAM – potentiates human M1 receptor response to acetylcholine | CHO-K1 hM1, Fluo-8 calcium fluorescence, ACh EC20; 0% = ACh EC20, 100% = maximal ACh | hit rate 0.088% among 360,000 | activation, % at 3 µM | AID 588819; in the data active means activation above about 19%, passing the limit was not always enough
CHO parental Ca – counter-screen: ATP calcium response change in parental CHO cells. parental CHO-K1, ATP-induced calcium, Fluo-8 fluorescence. inhibition, % at 5.6 µM. hit rate 0.63% among 330,000. AID 463079;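 active means inhibition above that plate's mean sample inhibition plus 3 SD, cut at about 26% in these data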;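 further: 0% = ATP-challenged DMSO wells and 100% = DMSO wells without ATP; some compounds past the cut are filed as inactive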
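test system = CHO parental line | reagent = ATP stimulus | measured by = intracellular calcium via Fluo-8 no-wash fluorescent dye | control set = ATP and no-ATP DMSO wells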
CHRM4 antagonist – CHRM4 antagonism in calcium assay; P08173; CHO-hM4 cells, ACh EC80, Fluo-8 calcium fluorescence; hit rate 0.73% among 360,000; AID 624125; inhibition, % at 3 µM;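 active means inhibition above its plate's cutoff, the mean inhibition of sample wells plus 3 SD, cut at about 27% in these data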;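 further: 0% = acetylcholine EC80 with DMSO and 100% = DMSO without agonist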
Numbers without * were called inactive. This is a random part of the collection; overall some 2.9% were active at least once.

How did Cn1nnnc1SCc1ccc(C(=O)Nc2nccs2)cc1 do in these assays?
CHO-K1 Ca antag: -2; M1 antag: -3; CHO-K1 Ca ag: 1.5; OXTR potentiate: -2; CHRM4 agonist: 3; M1 ag: -4; CHRM1 PAM: 7; CHO parental Ca: -6; CHRM4 antagonist: -5

Results for COc1cc(OC)cc(C(=O)NC(=S)NNC(=O)[C@H]2C[C@@H]2c2ccccc2)c1 ?
CHO-K1 Ca antag: -5; M1 antag: -10; CHO-K1 Ca ag: 14; OXTR potentiate: -16; CHRM4 agonist: 1; M1 ag: 43*; CHRM1 PAM: 2; CHO parental Ca: -24; CHRM4 antagonist: 0

What do the screens show for `COC(=O)[C@@H]1[C@@H](C)N(Cc2ccccc2)C(=O)N[C@H]1c1ccccc1`?
CHO-K1 Ca antag: 4; M1 antag: -7; CHO-K1 Ca ag: 0.1; OXTR potentiate: 1; CHRM4 agonist: 1; M1 ag: 0; CHRM1 PAM: 7; CHO parental Ca: -13; CHRM4 antagonist: -3

What do the screens show for `CCOC(=O)C1=C(COC(=O)CNS(=O)(=O)c2ccc(NC(C)=O)cc2)NC(=O)NC1C` (stereo not given)?
CHO-K1 Ca antag: -5; M1 antag: -7; CHO-K1 Ca ag: 0.7; CHRM4 agonist: 2; M1 ag: 1; CHRM1 PAM: 15; CHRM4 antagonist: -5

Results for Cc1[nH]n(-c2ccccc2)c(=O)c1C=Nc1cnc2ccccc2c1 ?
CHO-K1 Ca antag: 0; M1 antag: -11; CHO-K1 Ca ag: 1.3; OXTR potentiate: -10; CHRM4 agonist: 3; M1 ag: -3; CHRM1 PAM: 9; CHO parental Ca: -16; CHRM4 antagonist: -9

Results for CCc1ccc(NC(=O)Nc2ccc3c(c2)N(C)C(=O)CS3)cc1 ?
CHO-K1 Ca antag: 16; M1 antag: 28; CHO-K1 Ca ag: 11; OXTR potentiate: -6; CHRM4 agonist: 29; M1 ag: 1; CHRM1 PAM: -23; CHO parental Ca: 14; CHRM4 antagonist: 7

How did CC(C)C[C@H]1CN(CCCC[C@@H]2CNC(=O)C(=O)N2CC2CCCCC2)C(=O)C(=O)N1CC1CCCCC1 do in these assays?
CHO-K1 Ca antag: -17; CHO-K1 Ca ag: 0.4; CHRM4 agonist: 0; CHRM4 antagonist: -5

What do the screens show for `CCSc1cc(N2CCCC2)nc(-c2ccc(Cl)cc2)n1`?
CHO-K1 Ca antag: -14; M1 antag: -7; CHO-K1 Ca ag: 0.4; OXTR potentiate: 2; CHRM4 agonist: 1; M1 ag: -3; CHRM1 PAM: 7; CHO parental Ca: 3; CHRM4 antagonist: 4

How did Cc1ccc(Cl)c(NC(=S)N(CCCN2CCOCC2)Cc2ccco2)c1 do in these assays?
CHO-K1 Ca antag: -14; M1 antag: -9; CHO-K1 Ca ag: -0.2; OXTR potentiate: -1; CHRM4 agonist: 4; M1 ag: -5; CHRM1 PAM: 2; CHO parental Ca: -21; CHRM4 antagonist: -11

What do the screens show for `Cc1nn(C)c(C)c1CNC(=O)Nc1ccc(Cl)cc1`?
CHO-K1 Ca antag: -25; M1 antag: -10; CHO-K1 Ca ag: 3.6; OXTR potentiate: -1; CHRM4 agonist: 6; M1 ag: -2; CHRM1 PAM: 9; CHO parental Ca: -14; CHRM4 antagonist: -17

How did Cn1cnc([N+](=O)[O-])c1Sc1ccc(C(C)(C)C)cc1 do in these assays?
CHO-K1 Ca antag: -6; M1 antag: 29; CHO-K1 Ca ag: 11; OXTR potentiate: -13; CHRM4 agonist: 10; M1 ag: -1; CHRM1 PAM: -25; CHO parental Ca: -2; CHRM4 antagonist: 19

Results for CN(C)c1nc(N)c([N+](=O)[O-])c(NCc2ccccc2)n1 ?
CHO-K1 Ca antag: -7; M1 antag: -1; CHO-K1 Ca ag: 1.2; OXTR potentiate: 1; CHRM4 agonist: -2; M1 ag: -8; CHRM1 PAM: 6; CHO parental Ca: 4; CHRM4 antagonist: 7

How did COc1ccc(NS(=O)(=O)c2ccc(C(=O)N3CCN(Cc4ccccc4)CC3)cc2)cc1 do in these assays?
CHO-K1 Ca antag: -3; M1 antag: 0; CHO-K1 Ca ag: 10; OXTR potentiate: -16; CHRM4 agonist: 14; M1 ag: 2; CHRM1 PAM: -4; CHO parental Ca: 19; CHRM4 antagonist: -4

Results for Nc1nc(-c2ccccc2)nc(-c2ccccc2O)n1 ?
CHO-K1 Ca antag: -16; M1 antag: -6; CHO-K1 Ca ag: 0.3; OXTR potentiate: -3; CHRM4 agonist: 2; M1 ag: 0; CHRM1 PAM: 3; CHO parental Ca: -9; CHRM4 antagonist: -5

How did CCOC(=O)C1(C)CCCN(C(=O)c2ccccc2)C1 (stereo not given) do in these assays?
CHO-K1 Ca antag: -5; M1 antag: -10; CHO-K1 Ca ag: 0.3; CHRM4 agonist: 1; M1 ag: 2; CHRM1 PAM: 2; CHRM4 antagonist: -29

Random excerpt: 2 records from the list, in no set order.
How did COc1ccc(NS(=O)(=O)c2ccc(C(=O)N3CCN(Cc4ccccc4)CC3)cc2)cc1 do in these assays?
CHO-K1 Ca antag: -3; M1 antag: 0; CHO-K1 Ca ag: 10; OXTR potentiate: -16; CHRM4 agonist: 14; M1 ag: 2; CHRM1 PAM: -4; CHO parental Ca: 19; CHRM4 antagonist: -4

Results for Cc1[nH]n(-c2ccccc2)c(=O)c1C=Nc1cnc2ccccc2c1 ?
CHO-K1 Ca antag: 0; M1 antag: -11; CHO-K1 Ca ag: 1.3; OXTR potentiate: -10; CHRM4 agonist: 3; M1 ag: -3; CHRM1 PAM: 9; CHO parental Ca: -16; CHRM4 antagonist: -9

Entries listed so far containing a nitro group on carbon, in the order listed:
How did Cn1cnc([N+](=O)[O-])c1Sc1ccc(C(C)(C)C)cc1 do in these assays?
CHO-K1 Ca antag: -6; M1 antag: 29; CHO-K1 Ca ag: 11; OXTR potentiate: -13; CHRM4 agonist: 10; M1 ag: -1; CHRM1 PAM: -25; CHO parental Ca: -2; CHRM4 antagonist: 19

Results for CN(C)c1nc(N)c([N+](=O)[O-])c(NCc2ccccc2)n1 ?
CHO-K1 Ca antag: -7; M1 antag: -1; CHO-K1 Ca ag: 1.2; OXTR potentiate: 1; CHRM4 agonist: -2; M1 ag: -8; CHRM1 PAM: 6; CHO parental Ca: 4; CHRM4 antagonist: 7

Later entries:
How did O=C(NCc1ccccc1)c1cc(=O)nc2sc(-c3ccccc3)nn12 do in these assays?
CHO-K1 Ca antag: -29; M1 antag: -18; CHO-K1 Ca ag: 1.3; CHRM4 agonist: 1; M1 ag: -5; CHRM1 PAM: 10; CHRM4 antagonist: 0

What do the screens show for `Cc1cc(OC(=O)c2ccc(C(F)(F)F)cc2)c([N+](=O)[O-])c(=O)[nH]1`?
CHO-K1 Ca antag: -5; M1 antag: -3; CHO-K1 Ca ag: 0.1; OXTR potentiate: -3; CHRM4 agonist: 0; M1 ag: 1; CHRM1 PAM: 1; CHO parental Ca: 0; CHRM4 antagonist: -8

Results for c1ccc(Cc2nnc3sc(-c4ccc5c(c4)OCO5)nn23)cc1 ?
CHO-K1 Ca antag: -9; M1 antag: 10; CHO-K1 Ca ag: 2.0; OXTR potentiate: 0; CHRM4 agonist: 3; M1 ag: -5; CHRM1 PAM: -4; CHO parental Ca: 2; CHRM4 antagonist: -6

How did COc1ccc(C2C(C(C)=O)=C(O)C(=O)N2c2cccnc2)cc1OC (stereo not given) do in these assays?
CHO-K1 Ca antag: -8; M1 antag: -10; CHO-K1 Ca ag: 1.0; OXTR potentiate: -2; CHRM4 agonist: 1; M1 ag: -3; CHRM1 PAM: 8; CHO parental Ca: -4; CHRM4 antagonist: -4

What do the screens show for `COc1cccc(C(=O)OCC(=O)c2c(N)n(C)c(=O)n(C)c2=O)c1`?
CHO-K1 Ca antag: -4; M1 antag: 7; CHO-K1 Ca ag: 0.9; OXTR potentiate: -5; CHRM4 agonist: 1; M1 ag: -5; CHRM1 PAM: 1; CHO parental Ca: -9; CHRM4 antagonist: 1

Results for CC(C)(C)C(=O)C(Cl)C(=O)Nc1ccccc1 (stereo not given) ?
CHO-K1 Ca antag: -7; M1 antag: -11; CHO-K1 Ca ag: 2.4; OXTR potentiate: -2; CHRM4 agonist: 2; M1 ag: 3; CHRM1 PAM: 18; CHO parental Ca: -3; CHRM4 antagonist: -5

What do the screens show for `CC1(C)CC(=O)c2cnn(-c3nc4ccccc4[nH]3)c2C1`?
CHO-K1 Ca antag: 0; M1 antag: -5; CHO-K1 Ca ag: 0.6; OXTR potentiate: -3; CHRM4 agonist: 1; M1 ag: -5; CHRM1 PAM: 3; CHO parental Ca: -13; CHRM4 antagonist: 6

What do the screens show for `Cc1cccc(C(=O)NCCNC(=O)c2cccc(C)c2)c1`?
CHO-K1 Ca antag: -10; M1 antag: -8; CHO-K1 Ca ag: 2.4; OXTR potentiate: -2; CHRM4 agonist: 6; M1 ag: -3; CHRM1 PAM: 7; CHO parental Ca: -4; CHRM4 antagonist: -20

Results for Cc1cccnc1Nc1nc(-c2ccc(F)cc2)cs1 ?
CHO-K1 Ca antag: -5; M1 antag: 1; CHO-K1 Ca ag: 0.0; OXTR potentiate: -19; CHRM4 agonist: -1; M1 ag: -7; CHRM1 PAM: -7; CHO parental Ca: -17; CHRM4 antagonist: -5

How did COc1ccc(NC(=O)C2CCCN2S(=O)(=O)c2ccc(C)cc2)cc1 (stereo not given) do in these assays?
CHO-K1 Ca antag: 2; M1 antag: 20; CHO-K1 Ca ag: 0.1; OXTR potentiate: -9; CHRM4 agonist: 0; M1 ag: -3; CHRM1 PAM: -7; CHO parental Ca: -8; CHRM4 antagonist: 17

Results for Cc1cc(NC(=O)c2cccc(Br)c2)n[nH]1 ?
CHO-K1 Ca antag: -10; M1 antag: 2; CHO-K1 Ca ag: -0.1; OXTR potentiate: -8; CHRM4 agonist: 0; M1 ag: -2; CHRM1 PAM: 7; CHO parental Ca: -4; CHRM4 antagonist: -2

What do the screens show for `O=C(CSc1ccccn1)N1CCN(C(=O)CSc2ccccn2)CC1`?
CHO-K1 Ca antag: -4; M1 antag: -7; CHO-K1 Ca ag: 0.0; OXTR potentiate: -4; CHRM4 agonist: 1; M1 ag: -3; CHRM1 PAM: 3; CHO parental Ca: -8; CHRM4 antagonist: 3

What do the screens show for `NS(=O)(=O)c1ccc(CCNS(=O)(=O)Cc2ccc(Cl)cc2)cc1`?
CHO-K1 Ca antag: -8; M1 antag: -12; CHO-K1 Ca ag: 0.6; OXTR potentiate: -6; CHRM4 agonist: 1; M1 ag: -3; CHRM1 PAM: 7; CHO parental Ca: -2; CHRM4 antagonist: -3

Results for CC1(C(=O)NS(=O)(=O)c2ccccc2Cl)CCN1C(=O)c1cccc(F)c1 (stereo not given) ?
CHO-K1 Ca antag: -3; M1 antag: -9; CHO-K1 Ca ag: -0.1; CHRM4 agonist: 0; M1 ag: -2; CHRM1 PAM: 8; CHRM4 antagonist: 3

What do the screens show for `COC(=O)c1c(SCC(=O)Nc2ccc(C)c(C)c2)nc(=O)[nH]c1C`?
CHO-K1 Ca antag: -7; M1 antag: -6; CHO-K1 Ca ag: 1.1; OXTR potentiate: 5; CHRM4 agonist: 0; M1 ag: -1; CHRM1 PAM: 8; CHO parental Ca: -12; CHRM4 antagonist: -1

High-throughput results from PubChem.
